Bioassay records: PubChem BioAssay, several laboratories
GRK2 inh = compounds blocking aptamer binding on GRK2 – biochemical, human GRK2, bead flow cytometry, HTS, primary screen | Beta-adrenergic receptor kinase 1 (Homo sapiens), P25098 | FAM-aptamer displacement from GRK2 | inhibition of aptamer binding, % at 10 µM | 0.59% of 330,000 active | AID 488847, 2010;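 active = inhibition of aptamer binding above 40%, roughly 3 SD of noise, on plates passing a quality check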;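 note: median bead fluorescence of bound FAM aptamer so fluorescent compounds give negative values; no value below 0 was filed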
Target sequence (P25098 whole entry, looked up): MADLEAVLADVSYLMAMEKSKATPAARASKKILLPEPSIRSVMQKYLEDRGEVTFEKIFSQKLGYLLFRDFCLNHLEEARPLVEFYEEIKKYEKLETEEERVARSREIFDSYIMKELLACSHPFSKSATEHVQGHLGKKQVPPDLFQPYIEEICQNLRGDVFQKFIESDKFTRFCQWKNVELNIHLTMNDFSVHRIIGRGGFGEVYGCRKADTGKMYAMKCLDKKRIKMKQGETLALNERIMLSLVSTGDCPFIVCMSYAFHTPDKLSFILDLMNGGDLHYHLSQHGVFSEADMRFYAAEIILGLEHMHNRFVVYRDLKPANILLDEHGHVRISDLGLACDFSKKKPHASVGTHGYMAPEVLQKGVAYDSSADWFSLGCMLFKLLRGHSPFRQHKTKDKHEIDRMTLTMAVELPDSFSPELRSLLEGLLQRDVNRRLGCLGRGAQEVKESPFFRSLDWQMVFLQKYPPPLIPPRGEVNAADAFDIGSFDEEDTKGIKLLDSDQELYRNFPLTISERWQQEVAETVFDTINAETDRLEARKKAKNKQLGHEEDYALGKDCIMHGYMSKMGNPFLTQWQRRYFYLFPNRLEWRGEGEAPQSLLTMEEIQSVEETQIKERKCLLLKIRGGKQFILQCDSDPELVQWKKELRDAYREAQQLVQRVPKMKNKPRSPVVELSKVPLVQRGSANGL
RPL19A TOR yeast = RPL19A-GFP expression modulators in yeast, primary screen, cell-based, S. cerevisiae, multiplex flow cytometry, MLPCN; S. cerevisiae RPL19A-GFP strain, 3 h; stronger effect = lower value; percent response vs DMSO, % at 10 µM; 0.3% of 330,000 active; AID 2025, 2009;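 active = percent response vs DMSO below 50%; inconclusive = fewer than 70 events counted for the yeast strain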;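 note: median channel GFP fluorescence of the barcoded RPL19A-GFP strain; ratio of sample median GFP to plate DMSO average so 100% = DMSO; lower means less RPL19A-GFP as with rapamycin TOR inhibition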
GASC-1 inh = inhibitors of GASC-1 histone demethylase, primary screen, biochemical, fluorescence, DELFIA europium | inhibition, % at 2.35 µM | Lysine-specific demethylase 4C (Homo sapiens), Q9H3R0 | 0.069% of 330,000 active | GST-JMJD2C(1-420) H3K9me3 demethylation;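 active = more than half of a compound's replicate wells show inhibition beyond 50%, single wells judged on their own value; inconclusive = some, but no more than half, of replicates pass 50% inhibition; inactive = no replicate passes 50% inhibition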;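 note: signal counts dimethyl H3K9 product captured on neutravidin plate; 0% = median of DMSO wells and 100% = 0.3 times that DMSO median; strong numbers were not always called active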
Target sequence (Q9H3R0 1-420 limits assumed): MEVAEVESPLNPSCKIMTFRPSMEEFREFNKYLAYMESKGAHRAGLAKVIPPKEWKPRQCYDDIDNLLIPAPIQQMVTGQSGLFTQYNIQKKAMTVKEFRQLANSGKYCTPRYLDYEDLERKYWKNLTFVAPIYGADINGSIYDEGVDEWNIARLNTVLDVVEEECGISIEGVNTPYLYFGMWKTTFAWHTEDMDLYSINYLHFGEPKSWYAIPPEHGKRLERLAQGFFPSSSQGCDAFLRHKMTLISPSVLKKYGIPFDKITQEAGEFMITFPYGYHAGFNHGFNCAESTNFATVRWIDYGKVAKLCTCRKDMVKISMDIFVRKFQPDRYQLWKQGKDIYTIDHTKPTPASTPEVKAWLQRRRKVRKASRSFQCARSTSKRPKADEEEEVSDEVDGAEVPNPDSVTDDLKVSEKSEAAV
AGP1-GFP MLPCN = modulators of AGP1-GFP expression in yeast TOR pathway, primary screen, cell-based, multiplex flow cytometry, S. cerevisiae, MLPCN library. 0.02% of 320,000 active. AID 2066, 2009. 3 h; GFP as percent of DMSO wells. GFP response vs DMSO, % at 10 µM;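 active = GFP response relative to DMSO above a set limit, near screen average plus 3 SD, cut at about 150% in these data; inconclusive = fewer than 70 cells counted for the yeast strain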;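 note: median GFP channel fluorescence of the gated AGP1 strain per well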
VLA-4 inh = inhibition in human VLA-4 binding assay, primary screen, VLA-4 allosteric modulator project, MLPCN library, flow cytometry, VLA-4 expressing cells; Integrin alpha-4 (Homo sapiens), P13612; ligand binding flow cytometry; inhibition, % (about 7 µM as worked out from the volumes in the protocol); 0.2% of 330,000 active; AID 2557, 2010; in the data active = inhibition above about 50%
LAP4 TOR yeast = modulators of LAP4-GFP expression in yeast, primary screen, S. cerevisiae, multiplex flow cytometry, MLPCN library. 0.34% of 320,000 active. GFP response vs DMSO, % at 10 µM. 3 h; median GFP as percent of DMSO wells;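 active = GFP response vs DMSO above a set limit, about the screen mean plus 3 SD, cut at about 150% in these data; inconclusive = under 70 cell events counted for the yeast strain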
MEP2 TOR yeast = modulators of MEP2-GFP levels in yeast, primary screen, S. cerevisiae, multiplex flow cytometry, MLPCN library. S. cerevisiae MEP2-GFP strain, 3 h; 100% = DMSO control level. GFP response vs DMSO, % at 10 µM. 0.51% of 330,000 active. AID 2016, 2009;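 active = GFP response versus DMSO above a set limit, roughly screen mean plus 3 SD, cut at about 180% in these data; inconclusive = fewer than 70 cells counted for a yeast strain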;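 note: median GFP fluorescence of the barcode-gated MEP2-GFP cells per well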
CIT2 TOR yeast = modulators of CIT2-GFP expression in yeast, primary screen, S. cerevisiae, GFP fusion, multiplex flow cytometry, MLPCN library | 0.065% of 320,000 active | S. cerevisiae CIT2-GFP strain, 3 h; 100 means same as DMSO wells | GFP response vs DMSO, % at 10 µM;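 active = GFP response relative to DMSO above a set limit, near the screen mean plus 3 SD, cut at about 150% in these data; inconclusive = Fewer than 70 cells measured for a yeast strain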;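 note: ratio of well median GFP fluorescence to mean of DMSO wells on the plate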
Numbers without * were called inactive; u = inconclusive; x = no result given; [ ] = remark or other dose.

SMILES	GRK2 inh	RPL19A TOR yeast	GASC-1 inh	AGP1-GFP MLPCN	VLA-4 inh	LAP4 TOR yeast	MEP2 TOR yeast	CIT2 TOR yeast
O=C(O)CN=C(NS(=O)(=O)c1ccccc1)c1ccccc1	0.0	94.0	2.5	92.4	12.9	95.3	97.1	97.0
COCC(=O)NCc1nc2ccccc2[nH]1	16.0	96.4	-2.1	97.8	-5.3	95.9	99.2	93.5
Cc1nsc(Nc2ccccc2)c1C#N	0.0	100.4	0.3	100.6	-7.3	103.8	105.3	106.3
CC/C(=N\NC(=S)Nc1cc(C)ccc1C)c1ccc(OC(F)F)cc1	1.0	96.9	-11.1	92.0	-8.1	93.2	90.9	94.8
Cc1nn(-c2ccccc2)nc1CNS(C)(=O)=O	0.0	100.3	0.2	108.5	3.4	108.0	99.8	100.3
Cc1cc(NC(=O)CSc2nc(C(C)C)nc3sc4c(c23)CCCC4)no1	0.0	98.9	10.4	100.5	-2.6	104.0	101.2	102.2
CC(C)C(NC(=O)c1ccco1)C(=O)OCc1cc([N+](=O)[O-])cc2c1OCOC2 (stereo unspecified)	0.0	97.8	15.7	97.0	12.4	106.0	92.4	91.5
CCOC(=O)c1c(C)n(-c2ccc(OC)cc2)c2ccc(O)c(CN(C)C)c12	0.0	101.3	-16.8	108.5	13.4	121.2	100.4	94.3
CC(=O)OCC(=O)Nc1c(C)cc(C)cc1C	0.0	113.7	-4.7	110.5	0.0	100.6	106.5	103.2
Cc1ccc(-c2nc(CS(=O)CC(=O)NCCCN3CC(C)CC(C)C3)c(C)o2)cc1 (stereo unspecified)	0.0	99.1	-7.9	105.2	-0.8	107.8	109.1	105.5
O=c1[nH]c(SCc2ccccc2)nc2c1cnn2-c1ccc(F)cc1	5.0	101.8	6.9	104.4	2.7	106.0	109.8	100.2
COc1ccc(NC(=O)NCCc2cccc(Cl)c2)cc1OC	3.0	99.2	9.0	98.5	14.7	108.6	105.4	95.5
CCCN1CCN(C(=O)Cn2nc(C)n3c(cc4sccc43)c2=O)CC1	7.0	97.9	-2.2	102.1	14.8	92.5	96.7	107.7
CCC(C(=O)OCC(=O)Nc1ccc(F)cc1)c1ccccc1 (stereo unspecified)	0.0	97.8	-3.6	100.3	-8.3	108.8	108.3	96.4
O=C(Nc1nccs1)C1CCN(S(=O)(=O)c2ccc(Cl)c(C(F)(F)F)c2)CC1	0.0	98.2	1.7	x	5.5	101.0	107.4	100.2
C=CCN(c1ccccc1)S(=O)(=O)c1cccc(C(=O)N2CCCC2)c1	0.0	101.7	-9.3	100.4	-1.8	100.0	100.3	102.5
CCS(=O)(=O)c1ncc(Cl)c(C(=O)Nc2ccc(S(=O)(=O)N3CCC(C)CC3)cc2)n1	0.0	97.6	-3.9	95.6	33.2	94.0	99.0	91.9
Cc1nn(C)cc1S(=O)(=O)NC1CCCC1	3.0	94.9	-24.9	100.2	-0.3	103.9	96.7	88.5
CCC(C(=O)Nc1cccnc1)c1ccccc1 (stereo unspecified)	0.0	100.4	1.2	94.0	6.3	89.8	105.7	100.9
CCC(C)NC(=O)CSc1nc2c(sc(=S)n2Cc2ccco2)c(=O)n1-c1ccccc1 (stereo unspecified)	3.0	94.3	-5.6	102.3	4.2	91.7	94.1	97.3
O=C1OCCC1Sc1nnc(-c2ccccc2Br)n1Cc1ccccc1 (stereo unspecified)	18.0	101.1	-26.1	100.0	-10.2	97.7	98.8	100.0
CCOC(=O)c1ccc(N2C=C(C(=O)OC)C(c3cccc(O)c3)C(C(=O)OC)=C2)cc1	0.0	102.1	-9.4	92.6	13.7	86.1	104.7	97.4
CCOC(=O)/C=c1\s/c(=C\c2c(OC)ccc3ccccc23)c(=O)n1CC(=O)NCC1CCCO1 (stereo unspecified)	1.0	106.2	0.7	107.3	6.8	109.7	108.5	110.3
CCc1noc(C)c1C(=O)Nc1nc(-c2cccs2)cs1	3.0	95.0	-2.9	97.8	-1.7	140.9	107.6	82.3
CC1CCN(c2c(NCC3CCC(C(=O)NCc4ccccc4Cl)CC3)c(=O)c2=O)CC1 (stereo unspecified)	0.0	102.3	3.2	104.7	-14.2	104.2	107.3	106.2

Later entries.
SMILES	GRK2 inh	RPL19A TOR yeast	GASC-1 inh	AGP1-GFP MLPCN	VLA-4 inh	LAP4 TOR yeast	MEP2 TOR yeast	CIT2 TOR yeast
COc1ccc(N(CC(=O)NC2CCCC2)C(=O)CCC(=O)Nc2cc(C)on2)cc1OC	0.0	101.9	-18.2	103.1	2.5	99.5	97.7	117.9
Cc1ccc(SCC(=O)c2c(C)[nH]c3ccccc23)cc1	0.0	102.8	-3.7	106.6	2.6	108.0	106.9	101.3
CC(OC(=O)/C=C/c1ccc(Br)cc1)C(=O)N1CCOCC1 (stereo unspecified)	0.0	95.3	-0.7	102.9	3.5	98.9	102.8	101.5
C/C(=N/NC(=O)CNC(=O)c1ccccn1)c1ccc([N+](=O)[O-])cc1	1.0	98.9	0.0	105.2	-5.9	107.2	95.7	96.3
Cc1c(CNC(=O)C2CCC(=O)N(CCc3ccccc3)C2)cnn1C (stereo unspecified)	0.0	97.1	2.7	95.5	-18.4	97.4	97.2	98.9
COC(=O)c1ccccc1OS(=O)(=O)N(C)C	1.0	97.7	3.4	96.6	-3.8	86.0	92.3	94.7
CCSc1nsc(SCC)c1C(N)=O	2.0	98.1	-2.6	102.8	-2.5	110.0	101.2	97.6
Cc1cc(C)nc(SCc2cc(=O)c(OC(=O)c3ccc(Cl)c([N+](=O)[O-])c3)co2)n1	0.0	94.5	-0.4	91.5	14.2	117.0	90.0	80.8
O=c1cc(C(F)(F)F)[nH]c2ccc(OC(F)(F)F)cc12	0.0	64.8	-5.8	77.3	11.5	96.5	164.2	92.0
CC(C(=O)Nc1ccc(N2CCOCC2)cc1)N1C(=O)NC(C)(C)C1=O (stereo unspecified)	1.0	98.0	-3.5	100.2	4.3	97.2	99.4	95.5
Cc1c(-c2ccccn2)c(=O)[nH]n1-c1ccc(F)cc1	1.0	103.1	-0.1	104.3	6.2	101.4	99.7	x
Cc1cccn2c(=O)c3cc(C(=O)NC4CCCC4)c(=N)n(CCCN4CCOCC4)c3nc12	1.0	57.6[may fluoresce violet]	-17.7	20.7[may fluoresce violet]	7.3	89.9[may fluoresce violet]	316.6*[may fluoresce violet]	u
COc1ccc(-c2cc3cc(C(=O)O)ccn3c2C(=O)c2ccccc2)cc1	1.0	101.2	-6.9	105.7	-1.5	150.5*	109.7	109.7
CCCNC(=O)c1ccc(CN2CCOCC2)cc1	0.0	100.3	-4.5	96.6	8.0	94.3	102.7	102.0
CCCN(CC(=O)Nc1ccc(C)cc1Br)CC(=O)Nc1ccc(F)c(F)c1F	0.0	102.8	10.8	97.2	-3.9	98.5	102.0	98.2
O=C(CSc1nnc(CNC(=O)c2ccco2)o1)c1ccccc1	0.0	102.0	5.9	100.9	9.1	107.5	98.8	93.6
COC(=O)c1cc(S(=O)(=O)N2CCC(c3cc(OC)ccc3OC)C2)c[nH]1 (stereo unspecified)	2.0	97.5	14.0	100.9	10.6	98.6	104.0	100.8
CCO[C@@H]1OC(C(=O)N2CCCCCCC2)=C[C@H](c2ccc3c(c2)OCO3)[C@H]1CCCO	0.0	95.6	7.0	102.1	36.7	97.6	103.7	95.2
Cc1onc(C(=O)Nc2ccccc2C(F)(F)F)c1[N+](=O)[O-]	3.0	110.7	-5.2	99.9	0.2	87.0	114.1	112.2
CCCCN(C)CCNC(=O)CN1C(=O)CSc2ccc(S(=O)(=O)N3CCCC3)cc21	0.0	99.6	-0.7	96.9	10.8	91.6	105.2	93.7
O=C(NC(=S)Nc1cc(C(F)(F)F)ccc1N1CCOCC1)c1sc2ccccc2c1Cl	0.0	106.3	-1.9	101.8	-9.0	102.5	100.4	97.5
COc1cccc(-c2nc(CS(=O)CC(=O)NC3CC3)c(C)o2)c1 (stereo unspecified)	0.0	101.3	-9.8	100.2	-24.5	95.9	90.0	105.2
CC(=O)Nc1c(Cl)n(C(C)=O)c2ccccc12	0.0	x	-7.8	42.9	5.2	92.1	104.1	118.9
N#Cc1ccc2ccn(CC(=O)NC3CCCCCC3)c2c1	0.0	100.7	1.2	100.4	4.2	85.5	97.4	108.1
COc1cccc(NC(=O)CN(C)C(=O)c2cccc(S(=O)(=O)N3CCN(c4ccccc4)CC3)c2)c1	4.0	104.6[may fluoresce green]	-1.9	99.3[may fluoresce green]	-6.4	100.3[may fluoresce green]	99.6[may fluoresce green]	99.0[may fluoresce green]

Additional entries follow.
SMILES	GRK2 inh	RPL19A TOR yeast	GASC-1 inh	AGP1-GFP MLPCN	VLA-4 inh	LAP4 TOR yeast	MEP2 TOR yeast	CIT2 TOR yeast
Cc1nn(Cc2c(F)c(F)c(F)c(F)c2F)c(C)c1NC(=O)c1nn(C)cc1[N+](=O)[O-]	0.0	114.4	-0.5	107.7	-7.9	107.8	105.9	110.8
O=C1CCCN1CCCNS(=O)(=O)c1ccc(Cl)c(C(=O)N2CCOCC2)c1	0.0	96.9	-39.7	95.1	29.6	94.3	98.5	85.9
O=C(CSc1nnc2scc(-c3ccc(Cl)cc3)n12)NCc1ccc2c(c1)OCO2	0.0	112.7	-0.8	110.5	-0.4	107.5	105.9	115.0
CC1CC(C)CN(C(=O)CCC(=O)Nc2nnc(C3CCCCC3)s2)C1 (stereo unspecified)	0.0	100.2	-32.0	105.2	-1.3	104.2	106.5	97.3
Cc1ccccc1C(=O)NC1CC(C)(C)NC(C)(C)C1	0.0	98.6	-1.4	106.0	2.9	101.3	100.9	101.6
CCOc1ccc(C(N)=O)cc1OC	0.0	111.3	6.1	116.2	11.9	103.6	104.7	108.4
COc1cccc(NC(=O)CSc2nnc(NC(=O)C3CC3)s2)c1	1.0	99.3	-2.1	102.2	3.4	98.6	88.4	103.4
COc1cc(NCCC(=O)c2cccs2)c(OC)cc1Cl	1.0	104.7	-1.1	108.3	9.6	118.7	111.0	98.3
COc1ccc(-n2nc3ccccc3n2)cc1	1.0	95.9	-10.3	x	6.2	108.5	94.8	92.4
COC(=O)c1cc(NC(=O)CC2NCCNC2=O)cc(C(=O)OC)c1 (stereo unspecified)	0.0	99.7	10.9	95.5	-12.3	101.2	105.5	113.8
COc1ccccc1N(CC(O)Cn1ccnc1C)S(=O)(=O)c1ccccc1 (stereo unspecified)	3.0	98.5	-17.2	94.6	16.2	101.6	101.2	108.1
COc1ccc(C(=O)NC2CCN(C(=S)Nc3cc(C)cc(C)c3)CC2)cc1	0.0	106.0	1.7	90.0	1.6	92.7	102.0	105.9
COc1ccc(CCN(CC(=O)NC2CCCC2)C(=O)Cn2nnc(-c3ccc(C)o3)n2)cc1OC	0.0	100.3	-1.3	102.3	9.3	102.2	105.5	98.7
CN(C)Cc1ccccc1Sc1ccc(O)cc1O	0.0	103.6	-6.9	101.8	0.6	91.3	101.0	109.3
CCC1(C)Cc2ccccc2-c2nc(NCCO)[nH]c(=O)c21 (stereo unspecified)	0.0	101.9	11.5	104.1	14.3	109.3	129.4	104.1
CCOc1cccc(NCc2cc3c(C(C)(C)C)nn(-c4ccccc4)c3[nH]c2=O)c1	2.0	97.7	3.5	98.7	5.4	91.9	100.0	95.0
COc1ccc(-c2csc(-c3ccc(C(=O)O)cc3)n2)cc1	0.0	103.2	-7.4	93.2	2.0	90.2	101.1	101.5
